RSV CPE inhibition: RSV antiviral activity via CPE protection, HEp-2 cells, primary 10 µM value included (AID 2391). HEp-2 cells, RSV-induced CPE inhibition; higher % means a stronger effect. one-dose CPE inhibition, % at 10 µM; IC50 in µM for titrated hits. actives 0.13% (n = 310,000); in the data active means a potency from the dose series; inconclusive means CPE inhibition mostly from about 23% at the one dose, without a potency; inactive means the rest, 99 in 100 with CPE inhibition below about 21%; further: strong numbers were not always called active
UTI89 phage lysis: protection from phage-mediated lysis, alamar blue read-out – E. coli UTI89, K1F phage, bacterial capsule biogenesis inhibitors (AID 488966) | E. coli UTI89 K1F phage lysis, alamar blue, 2 h; higher % means a stronger effect | inhibition, % at 100 µM; hits with a dose series show IC50 in µM | actives 0.02% (n = 340,000);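 active means phage lysis inhibition, versus mean bacterial control, above a set limit; inconclusive means no clear call, values can overlap the other calls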;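 further: capsule biogenesis inhibitors block K1F phage lysis so surviving cells raise fluorescence; higher fluorescence means more inhibition of phage lysis; actives were called in the ten point dose series up to 300 µM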
Rac1 GTP hydrolysis: MgcRacGAP GTPase-activating activity inhibitors, confirmation, biochemical, ADP Hunter fluorescence | MgcRacGAP-stimulated Rac1 GTP hydrolysis, ADP Hunter fluorescence; higher % means a stronger effect; GST-tagged Rac1 F28L mutant substrate | inhibition, % at 30 µM, or IC50 in µM where a hit was titrated | AID 624330 | actives 0.6% (n = 340,000);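 active means first-screen hits whose inhibition reached a set limit at any dose in the follow-up dose series; inconclusive means inhibition above the set first-screen limit but never retested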;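 further: fluorescence reports GDP produced by GAP-driven GTP hydrolysis; strong numbers were not always called active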
T cell modulator: modulates CD8 T cell binding to vesicles; 2C CD8+ T cell-vesicle binding, flow cytometry; stronger effect = lower value; calls only at 7 µM; actives 0.068% (n = 330,000);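 active means response, share of CD8 T cells binding vesicles, and their 90th percentile fluorescence all below set limits, cut at about 80% in these data, passing the limit was not always enough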
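Test system: purified 2C TCR transgenic mouse naive CD8+ T cells. Probe or stimulus: QL9-peptide-loaded Drosophila micro-vesicles bearing Ld, ICAM-1 and B7-1. Incubation: binding step 1.5 h, 37 °C, antibody labelling 20 min, ice. Measured by: flow cytometry of vesicle-bound cells.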
SV40 large T antigen: SV40 large T antigen inhibitors, biochemical (AID 1903). inhibition, % at 20 µM, or IC50 in µM where a hit was titrated. actives 0.39% (n = 310,000). SV40 large T antigen ATPase/helicase inhibition assay; higher % means a stronger effect; in the data active means a potency from the dose series; inconclusive means inhibition mostly from about 32% at the one dose, without a potency; inactive means the rest, 99 in 100 with inhibition below about 32%; further: strong numbers were not always called active
NTR1 agonist: NTR1-driven beta-arrestin-GFP spot formation – imaging, U2OS cells, high content, primary screen (AID 493036); P30989; agonist mode; activation, % at 20 µM; actives 0.17% (n = 330,000);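 active means activation at or above 40% of the spot to cytoplasm intensity ratio, with at least 20 cells analyzed; inconclusive means wells under 20 cells, flagged as cytotoxic or low count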;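 further: 0% = DMSO without peptide and 100% = 100 nM NTR1 peptide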
Target sequence (P30989 whole entry, looked up): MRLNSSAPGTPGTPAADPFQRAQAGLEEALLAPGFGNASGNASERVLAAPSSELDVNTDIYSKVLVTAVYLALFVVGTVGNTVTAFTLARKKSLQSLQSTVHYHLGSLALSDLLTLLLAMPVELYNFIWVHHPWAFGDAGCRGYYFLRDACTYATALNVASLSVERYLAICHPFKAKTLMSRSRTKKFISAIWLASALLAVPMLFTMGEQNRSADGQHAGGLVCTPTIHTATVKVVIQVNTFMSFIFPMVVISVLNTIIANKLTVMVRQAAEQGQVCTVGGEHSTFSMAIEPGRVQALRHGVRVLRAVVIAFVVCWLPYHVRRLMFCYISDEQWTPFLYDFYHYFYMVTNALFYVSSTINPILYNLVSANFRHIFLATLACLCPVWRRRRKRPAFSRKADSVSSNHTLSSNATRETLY
West Nile virus CPE: West Nile virus antiviral activity, cell-based, CPE readout (AID 1621) | West Nile virus-infected cells, CPE inhibition; higher % means a stronger effect | CPE inhibition, % at 10 µM; hits with a dose series show IC50 in µM | actives 0.02% (n = 290,000); in the data active means a potency from the dose series; inconclusive means CPE inhibition mostly from about 3.7% at the one dose, without a potency; inactive means the rest, 99 in 100 with CPE inhibition below about 2.2%; further: strong numbers were not always called active
PhoP inhibition: PhoP-dependent GFP reporter repression – Salmonella Typhimurium, primary screen (AID 1863); S. Typhimurium PhoP-regulated promoter GFP reporter, 4 h; higher % means a stronger effect; inhibition, % at 50 µM; hits with a dose series show IC50 in µM; actives 0.16% (n = 300,000);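 active means inhibition over 29.93%, a cutoff 3 SD above the screen mean, later confirmed by dose response; inconclusive means inhibition over 29.93% but no dose response follow-up; inactive means inhibition at most 29.93% or unconfirmed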;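 further: 0% = low Mg2+ inducing control and 100% = high Mg2+ repressing control; strong numbers were not always called active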
NS5 inhibitors: flavivirus cap methylation enzyme inhibition – biochemical, confirmation dose response, primary screen (AID 588689); Dengue-2 NS5 methyltransferase capping enzyme assay, biochemical; higher % means a stronger effect; inhibition, % at 25 µM, or IC50 in µM where a hit was titrated; actives 0.3% (n = 340,000); in the data active means a potency from the dose series; inconclusive means inhibition above about 29% without an active follow-up result
T cell modulator vesicle-bound %: second read-out of T cell modulator, no call of its own (marks repeat the call); double positive events, %; measured here: CD8+ vesicle-bound cell fraction;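 binding gate set so that unloaded-vesicle control wells show 10% double positive cells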
NTR1 agonist cell count 20 µM: further read-out of NTR1 agonist, marked with its call; cell count; measured here: cell count, cytotoxicity flag
An asterisk follows results filed as active; [ ] = remark or other dose.

`N#CC1=C(N)Oc2cc(N)ccc2C1C1CC=CCC1` (stereo not given) gave RSV CPE inhibition -1.8%, UTI89 phage lysis 0.2%, Rac1 GTP hydrolysis 2%, T cell modulator inactive, SV40 large T antigen 9%, NTR1 agonist -0.5, West Nile virus CPE 3.1%, PhoP inhibition 7%, NS5 inhibitors -3%, T cell modulator vesicle-bound % 31 and NTR1 agonist cell count 20 µM 59.
CC(C)C(=O)N1CCN(c2ccccc2NC(=O)c2cc([N+](=O)[O-])ccc2N2CCOCC2)CC1 was read as RSV CPE inhibition -1.7%, UTI89 phage lysis -1.0%[50 µM], Rac1 GTP hydrolysis 6%, T cell modulator inactive, SV40 large T antigen 12%, NTR1 agonist -0.2, West Nile virus CPE -0.4%, PhoP inhibition -8%, NS5 inhibitors -6%, T cell modulator vesicle-bound % 20 and NTR1 agonist cell count 20 µM 53.
`COc1cccc(NC(=O)CCNC(=O)Cn2ccc3ccccc3c2=O)c1` gave RSV CPE inhibition 0.9%, UTI89 phage lysis 0.7%, Rac1 GTP hydrolysis 3%, T cell modulator inactive, SV40 large T antigen 16%, NTR1 agonist -1.3, West Nile virus CPE -0.6%, PhoP inhibition 15%, NS5 inhibitors 2%, T cell modulator vesicle-bound % 24 and NTR1 agonist cell count 20 µM 85.
O=C(COc1ccc(Cl)cc1)NCc1nnc(SCC(=O)NCC2CCCO2)o1 (stereo not given) was read as RSV CPE inhibition -0.6%, UTI89 phage lysis 0.0%, Rac1 GTP hydrolysis -23%, T cell modulator inactive, SV40 large T antigen 12%, NTR1 agonist 0.0, West Nile virus CPE 0.0%, PhoP inhibition -3%, NS5 inhibitors -7%, T cell modulator vesicle-bound % 44 and NTR1 agonist cell count 20 µM 84.
For CC(=O)Nc1ccc2nc(-c3ccccn3)[nH]c2c1 the results were RSV CPE inhibition -0.1%, UTI89 phage lysis 0.1%, Rac1 GTP hydrolysis 5%, T cell modulator inactive, SV40 large T antigen 11%, NTR1 agonist -1.1, West Nile virus CPE -0.2%, PhoP inhibition 14%, NS5 inhibitors -6%, T cell modulator vesicle-bound % 31 and NTR1 agonist cell count 20 µM 63.
CCNc1nc(OC)nc(N2CCC(Cc3ccccc3)CC2)n1 was read as RSV CPE inhibition 7.6%, UTI89 phage lysis 0.7%[50 µM], Rac1 GTP hydrolysis 5%, T cell modulator inactive, SV40 large T antigen 12%, NTR1 agonist 10, West Nile virus CPE -0.4%, PhoP inhibition 3%, NS5 inhibitors -1%, T cell modulator vesicle-bound % 56 and NTR1 agonist cell count 20 µM 47.
O=C(O)CNC1=NCCCCC1 was read as RSV CPE inhibition 1.1%, UTI89 phage lysis 3.1%, Rac1 GTP hydrolysis 3%, T cell modulator inactive, SV40 large T antigen 2%, NTR1 agonist 1.3, West Nile virus CPE -0.2%, PhoP inhibition -2%, NS5 inhibitors -7%, T cell modulator vesicle-bound % 14 and NTR1 agonist cell count 20 µM 37.
`CCc1cccc2c(C(=O)CN3C(=O)NC4(CCCCC4)C3=O)c[nH]c12` gave UTI89 phage lysis 2.5%, Rac1 GTP hydrolysis 1%, T cell modulator inactive, NTR1 agonist 0.1, NS5 inhibitors 5%, T cell modulator vesicle-bound % 28 and NTR1 agonist cell count 20 µM 53.
Screening C/C(=N\NC(=O)CSc1ncccn1)c1ccc2c(c1)OCCO2 returned RSV CPE inhibition 1.2%, UTI89 phage lysis -0.9%, Rac1 GTP hydrolysis 2%, T cell modulator inactive, SV40 large T antigen 4%, NTR1 agonist 0.0, West Nile virus CPE 0.1%, PhoP inhibition -4%, NS5 inhibitors 5%, T cell modulator vesicle-bound % 31 and NTR1 agonist cell count 20 µM 45.
For Cc1nn(C)cc1NC(=O)CC12CC3CC(CC(C3)C1)C2 the results were RSV CPE inhibition -0.5%, UTI89 phage lysis 4.4%, Rac1 GTP hydrolysis -2%, T cell modulator inactive, SV40 large T antigen 5%, NTR1 agonist -0.7, West Nile virus CPE -0.5%, PhoP inhibition 8%, NS5 inhibitors -1%, T cell modulator vesicle-bound % 44 and NTR1 agonist cell count 20 µM 37.
CCN1C(=O)N(S(=O)(=O)c2ccc(C)cc2)[C@@H](c2ccccc2)C(C(=O)OC)=C1C was read as RSV CPE inhibition -1.4%, UTI89 phage lysis -0.1%, Rac1 GTP hydrolysis -1%, T cell modulator inactive, SV40 large T antigen 17%, NTR1 agonist 3.9, PhoP inhibition 3%, NS5 inhibitors 6%, T cell modulator vesicle-bound % 10 and NTR1 agonist cell count 20 µM 74.
`COc1ccc(C(c2nnnn2Cc2cccs2)N2CCN(c3ccc(F)cc3)CC2)cc1OC` (stereo not given) gave RSV CPE inhibition 1.0%, UTI89 phage lysis inconclusive, Rac1 GTP hydrolysis 8%, T cell modulator inactive, SV40 large T antigen 9%, NTR1 agonist -7.5, PhoP inhibition -4%, NS5 inhibitors -8%, T cell modulator vesicle-bound % 60 and NTR1 agonist cell count 20 µM 70.
For CC1CCCCC12NC(=O)N(CC(=O)NCCc1ccccn1)C2=O (stereo not given) the results were RSV CPE inhibition 0.3%, UTI89 phage lysis 0.6%, Rac1 GTP hydrolysis 0%, T cell modulator inactive, SV40 large T antigen 0%, NTR1 agonist -0.4, West Nile virus CPE 0.1%, PhoP inhibition -11%, NS5 inhibitors -4%, T cell modulator vesicle-bound % 31 and NTR1 agonist cell count 20 µM 77.
`O=C1Nc2ccc(S(=O)(=O)N(CCO)CCO)c3cccc1c23` gave RSV CPE inhibition 0.7%, UTI89 phage lysis 0.2%, Rac1 GTP hydrolysis 8%, T cell modulator inactive, SV40 large T antigen 11%, NTR1 agonist 0.0, West Nile virus CPE 0.2%, PhoP inhibition -2%, NS5 inhibitors -3%, T cell modulator vesicle-bound % 62 and NTR1 agonist cell count 20 µM 61.
CCC(=O)Nc1ccc(C(=O)CSc2nnc(-c3ccccc3F)n2CCc2ccccc2)cc1 was read as RSV CPE inhibition 0.9%, UTI89 phage lysis 1.7%[50 µM], Rac1 GTP hydrolysis 8%, T cell modulator inactive, SV40 large T antigen 21%, NTR1 agonist 6.3, West Nile virus CPE 0.1%, PhoP inhibition -1%, NS5 inhibitors 1%, T cell modulator vesicle-bound % 50 and NTR1 agonist cell count 20 µM 51.
Screening O=C(Nc1ccc2nn(-c3ccccc3)nc2c1)c1ccc2c(c1)OCCO2 returned RSV CPE inhibition 11%, UTI89 phage lysis 0.4%, Rac1 GTP hydrolysis 4%, T cell modulator inactive, SV40 large T antigen 4%, NTR1 agonist 21, West Nile virus CPE 0.3%, PhoP inhibition 8%, NS5 inhibitors 6%, T cell modulator vesicle-bound % 7 and NTR1 agonist cell count 20 µM 60.
Nc1cc(=O)[nH]c(SCC(=O)Nc2ccc(Cl)c(Cl)c2)n1 was read as RSV CPE inhibition 9.1%, UTI89 phage lysis 0.1%, Rac1 GTP hydrolysis -1%, T cell modulator inactive, SV40 large T antigen 11%, NTR1 agonist 0.0, West Nile virus CPE -0.1%, PhoP inhibition -4%, NS5 inhibitors 0%, T cell modulator vesicle-bound % 20 and NTR1 agonist cell count 20 µM 67.
O=C(COc1cccc2cccnc12)N/N=C1\SCC(=O)N1Cc1ccco1 was read as RSV CPE inhibition 1.2%, UTI89 phage lysis 0.7%, Rac1 GTP hydrolysis 14%, T cell modulator inactive, SV40 large T antigen 19%, NTR1 agonist 0.3, West Nile virus CPE 0.1%, PhoP inhibition 6%, NS5 inhibitors -2%, T cell modulator vesicle-bound % 50 and NTR1 agonist cell count 20 µM 33.
Screening CN1CCSc2ccc(C(=O)NCc3cccc(Br)c3)cc21 returned RSV CPE inhibition 1.5%, UTI89 phage lysis 7.3%, Rac1 GTP hydrolysis 12%, T cell modulator inactive, SV40 large T antigen 8%, NTR1 agonist -1.4, West Nile virus CPE -0.7%, NS5 inhibitors -3%, T cell modulator vesicle-bound % 23 and NTR1 agonist cell count 20 µM 77.
For O=C(COc1ccc(-n2cnnn2)cc1)Nc1ccc(F)cc1 the results were UTI89 phage lysis 0.7%[50 µM], Rac1 GTP hydrolysis 5%, T cell modulator inactive, NTR1 agonist -1.0, NS5 inhibitors -5%, T cell modulator vesicle-bound % 35 and NTR1 agonist cell count 20 µM 62.
Screening O=C1COc2ccc(OCc3ccc(F)cc3)cc21 returned RSV CPE inhibition -1.3%, UTI89 phage lysis -0.8%, Rac1 GTP hydrolysis -4%, T cell modulator inactive, SV40 large T antigen 8%, NTR1 agonist 3.9, West Nile virus CPE -0.1%, PhoP inhibition 3%, NS5 inhibitors 1%, T cell modulator vesicle-bound % 2 and NTR1 agonist cell count 20 µM 41.
For O=C(COc1cccc2ccccc12)NCc1cccnc1 the results were RSV CPE inhibition -0.6%, UTI89 phage lysis -0.1%, Rac1 GTP hydrolysis -4%, T cell modulator inactive, SV40 large T antigen 3%, NTR1 agonist 2.0, West Nile virus CPE -0.4%, PhoP inhibition 0%, NS5 inhibitors -3%, T cell modulator vesicle-bound % 39 and NTR1 agonist cell count 20 µM 51.
O=C(O)C1CCN(S(=O)(=O)c2ccc(N3CCOCC3)c([N+](=O)[O-])c2)CC1 was read as RSV CPE inhibition -1.0%, UTI89 phage lysis -0.5%, Rac1 GTP hydrolysis 4%, T cell modulator inactive, SV40 large T antigen 9%, NTR1 agonist -0.5, West Nile virus CPE 0.0%, PhoP inhibition -7%, NS5 inhibitors -3%, T cell modulator vesicle-bound % 55 and NTR1 agonist cell count 20 µM 36.
`Cn1c(=O)c2c(nc(SCCN3CCOCC3)n2Cc2ccccc2)n(C)c1=O` gave RSV CPE inhibition 1.3%, UTI89 phage lysis 3.1%[50 µM], Rac1 GTP hydrolysis 15%, T cell modulator inactive, SV40 large T antigen 13%, NTR1 agonist -0.7, West Nile virus CPE 0.1%, PhoP inhibition 3%, NS5 inhibitors 1%, T cell modulator vesicle-bound % 42 and NTR1 agonist cell count 20 µM 64.

Screens: PubChem BioAssay, several laboratories
